H9c2 TAG inh – reduces triacylglycerol accumulation in H9c2 cells. inhibition, % at 12.5 µM. Nile Red lipid (TAG) fluorescence; cells loaded with 200 µM oleic acid. hit rate 0.66% among 230,000;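 active means pattern-corrected inhibition of lipid staining of at least 50% with the nuclear-stain viability signal not falling by more than 50%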;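 further: 0% = DMSO wells and 100% = triacsin C control wells; some results filed as inactive read as strong as hits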
H9c2 TAG inh DAPI viability – further read-out of H9c2 TAG inh, marked with its call; DAPI nuclei signal change (viability), lower = more cytotoxic, %;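 whole-well DAPI fluorescence read on a plate reader as a viability signal; minus 50 percent equals half of cells still viable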
Starred values were filed as active, the others as inactive; i = inactive. Only part of the results is shown. The share of hits here may be higher or lower than overall.

SMILES	H9c2 TAG inh	H9c2 TAG inh DAPI viability
CC1CCN(C(=O)CCNC(=O)Cn2cnc3sc4c(c3c2=O)CCCC4)CC1	-21.2	9.4
CCN(CC)S(=O)(=O)c1ccc(Cl)c(C(=O)Oc2cccnc2)c1	17.6	-9.7
COc1cccc(NC(=O)CN(C)C(=O)c2cc(CN3C(=O)c4ccccc4C3=O)ccc2OC)c1	-5.9	-8.0
CCOc1ccc(/C=N/Nc2nncc(-c3ccccc3)n2)cc1OC	30.7	3.5
Cn1cnnc1SCC(=O)NCCc1ccc(Cl)cc1Cl	-6.1	-3.8
CCN(CC)CCNC(=O)CCc1nn(C)c(=O)c2ccccc12	0.2	10.1
CC(NC(=O)CSCc1ccc(Br)cc1)c1ccccc1 (stereo unspecified)	-16.7	-4.3
COc1ccc(NCc2ccsc2)cc1	3.8	-1.8
CCOC(=O)c1cn(-c2c(C)n(C)n(-c3ccccc3)c2=O)c2c(F)c(F)c(F)cc2c1=O	-22.9	18.0
C=CCn1c(SCC(=O)NCCCC(=O)OCC)nc2scc(-c3ccco3)c2c1=O	-8.1	1.4
NC(=S)NNC(=O)/C(=C/c1ccc(Br)cc1)NC(=O)c1ccccc1	8.4	-0.9
COc1cc(NC(=O)c2nccnc2C(=O)O)cc(OC)c1	2.5	7.2
COC(=O)CCN(C)CCC(=O)OC	-0.3	12.7
Cc1c(-c2cc(C(=O)O)on2)cnn1C	8.1	-3.1
O=C(Nc1ccc(-c2ccc(N3CCCCC3)nn2)cc1)c1ccco1	1.0	0.9

One compound at a time, from the list above.
C=CCn1c(SCC(=O)NCCCC(=O)OCC)nc2scc(-c3ccco3)c2c1=O is entered as H9c2 TAG inh: -8.1; H9c2 TAG inh DAPI viability: 1.4
CC1CCN(C(=O)CCNC(=O)Cn2cnc3sc4c(c3c2=O)CCCC4)CC1 is entered as H9c2 TAG inh: -21.2; H9c2 TAG inh DAPI viability: 9.4

(list continues)
SMILES	H9c2 TAG inh	H9c2 TAG inh DAPI viability
Cc1ccc(C)c2[nH]c(=O)c(CCNC(=O)CC(C)C)cc12	-1.5	12.8
Cc1cc(-c2ccccc2)nc2cc(C(=O)OC(C)C)nn12	5.1	7.4
COc1ccc2oc(C(=O)OCC(=O)Nc3cccc(S(=O)(=O)N4CCOCC4)c3)c(C)c2c1	-3.2	12.4
CCOC(=O)c1c[nH]c2ccc([N+](=O)[O-])cc12	2.8	-1.4
O=C(COc1ccccc1)Nc1nc(-c2cccs2)cs1	-11.4	13.4
Cc1nnsc1S(=O)(=O)Cc1ccccc1C(F)(F)F	-24.6	15.7
COc1ccc(S(=O)(=O)NNC(N)=S)cc1	0.4	5.8
COCc1cccc(-c2csc(C(O)c3ccc(OC)cc3)n2)c1 (stereo unspecified)	-17.4	3.1
OC(COc1ccc2ccccc2c1)Cn1cncn1 (stereo unspecified)	-2.3	-15.0
CCN(C[C@H]1N[C@@](C)(C(=O)OC)[C@H]2C(=O)N(C)C(=O)[C@@H]12)S(=O)(=O)c1ccc(-c2ccccc2)cc1	15.4	4.5
CCOc1cc(/C=C2\SC(=S)N(NS(=O)(=O)c3ccc(C)cc3)C2=O)ccc1O	-10.8	12.3
COc1ccccc1/C=C/C=N/NC(=O)c1ccco1	4.3	4.6
COc1ccc(CN2C(=O)CS/C2=N/N=C/c2ccccc2)cc1	-3.3	-9.9
COc1ccc2c(c1)[C@H]1[C@H](CO2)[C@H](c2ccccc2)[C@@]2(C)C(=O)N[C@H](C)C(=O)N12	16.2	-2.2
NNc1nc2c(-c3ccc(F)cc3)nnn2c2ccccc12	7.9	9.4
CCOC(=O)C1CCCN(C(c2ccccn2)c2c(C)[nH]c3ccccc23)C1 (stereo unspecified)	5.1	-3.0
CC(C)c1ccc(Nc2ncc3c(n2)CCN(C(=O)NC2CCCCC2)C3)cc1	17.8	-3.1
CNc1ncnc2c1ncn2[C@H]1CN(Cc2ccccc2)C[C@@H](CO)O1	-2.3	15.4
Clc1ccc(CSc2nnnn2-c2ccc3c(c2)OCO3)c(Cl)c1	4.7	-4.1
CCC1C(=O)CC(c2ccc([N+](=O)[O-])cc2)NC1c1ccc([N+](=O)[O-])cc1 (stereo unspecified)	-2.2	3.0
Cc1noc(C)c1CSCC(=O)N(C)CC(=O)Nc1cccc(F)c1	8.9	-0.2
Cn1c(=N)c(S(=O)(=O)c2ccc(F)cc2)cc2c(=O)n3ccccc3nc21	12.2	45.4
Cc1ccc(C)c(NC(=S)N(C)C)c1	4.1	1.9
COc1ccc(C(=O)N/C(=C\c2cccc3ccccc23)C(=O)N2CCN(C)CC2)cc1	-6.9	4.5
CCCC(=O)C1=C(N2CCCC2)CC(C)(C)C(C(=O)OC)C1=O (stereo unspecified)	0.4	4.4
Cc1nn(Cc2c(Cl)cccc2Cl)c(Cl)c1/C=N/NC(=O)c1cccnc1	-7.5	9.4
CCCCOC(=O)CSc1nc2c(c(=O)[nH]c(=O)n2C)n1C/C=C(\C)Cl	-0.1	-21.3
COc1ccc(NC(=O)CSc2nnc(NC(=O)c3ccco3)s2)cc1	22.9	-17.5
Nc1nnnn1/N=C/c1ccccc1O	-7.4	9.1
COc1ccc(S(=O)(=O)N2CC(C(=O)O)Oc3ccc(CC(=O)O)cc32)cc1 (stereo unspecified)	5.3	9.4
COCCNC(=O)c1onc(CSc2ccccc2C)c1C(=O)O	-15.9	5.1
Cc1ccnc(NC(=O)CC(NC(=O)c2ccccc2Cl)c2ccccc2)c1 (stereo unspecified)	12.4	5.0
CC1CCN(S(=O)(=O)c2cccc(C(=O)N3CCN(c4ccc(F)cc4)CC3)c2)CC1	-32.0	9.0
COc1ccc(/C=N\NC(=O)c2ccccc2Br)cc1COc1ccccc1	10.3	-8.6
Cc1ccc(NC(=O)C2CCN(S(=O)(=O)c3cccc(C(F)(F)F)c3)CC2)nc1	-14.3	0.3
CCOC(=O)/C=C/c1cnn(-c2ccccc2)c1	-5.0	-1.5
CC(=O)Nc1ccc(/C=C(\C#N)C(N)=O)cc1	-15.1	2.7
O=C(Cn1ccc2ccccc2c1=O)NCCC(=O)N1CCN(C2CCCCC2)CC1	11.5	-2.5
O=C(NN1CCOCC1)c1ccccc1NS(=O)(=O)c1ccc(F)cc1F	-5.7	6.5
COc1ccc(C(=O)NCc2nnc(SCC(=O)N3CCCCC3)o2)cc1OC	-6.0	4.2
COC(=O)CCC(=O)OC1(C)C(=O)C=C2C=C(C3CC3)N(Cc3ccco3)C=C2C1=O (stereo unspecified)	-6.0	-1.6
O=C(O)C1CC(O)CN1C(=O)c1ccco1 (stereo unspecified)	10.6	-12.2
Cc1cccc(N2CCN(C(=S)Nc3ccc4nc5n(c(=O)c4c3)CCCCC5)CC2)c1C	16.6	-12.2
Cc1cccc(NC(=O)C2CCN(C(=O)N3CCOc4ccccc43)CC2)c1C	-6.1	-5.7
O=C(COC(=O)c1ccccc1O)Nc1cccc2ccccc12	-10.1	6.0
Cc1cccc(C(=O)Nc2cccc(C(=O)NC3CCCC3)c2)c1	-10.5	12.0
Cc1cc(O)c(CN2CCN(S(=O)(=O)c3cccs3)CC2)cc1C(C)C	-24.3	11.4
C=CCn1c(CCNC(=O)c2cccs2)nnc1SCC(=O)Nc1cccc(C(C)=O)c1	5.0	3.1
CCOc1cc(-c2c(C)c(CC)nc(N)c2C#N)ccc1O	-17.0	0.8
C/C(Cl)=C\Cn1c(N2CCCCCC2)nc2c1c(=O)n(C)c(=O)n2C	-5.1	-5.0
CCN(CC)c1ccc(N/C(N)=N/c2nc(C(F)(F)F)cc(=O)[nH]2)cc1	-39.5	-0.1
Nc1nc(NCc2ccccc2)nc(NCCO)c1[N+](=O)[O-]	-39.8	-0.7
CC(=O)Nc1ccccc1NS(=O)(=O)c1ccccc1[N+](=O)[O-]	-6.5	7.8
O=C(NN=C1C2CC3CC1CC(Cl)(C3)C2)c1cccs1	-4.5	4.6
Cn1c(Cl)c(/C=N/OC(=O)c2ccc(Cl)cc2)c2ccccc21	11.6	-4.7
N#Cc1c(-c2ccccc2Cl)cc(C2CC2)nc1N	-11.4	-5.3
Cn1c(N)c(C(=O)COC(=O)c2cncc(Br)c2)c(=O)n(C)c1=O	-0.6	-0.8
COCCCN(C(=S)Nc1c(C)cc(C)cc1C)C(C)c1ccccn1 (stereo unspecified)	-18.8	10.7
Cc1ccc(S(=O)(=O)N2CCN(CC(=O)N/N=C/c3ccco3)CC2)cc1	2.3	-4.8
Nc1c(C(=O)Nc2ccc3c(c2)OCCO3)nnn1Cc1cccc(F)c1	1.3	3.7

Additional structures follow:
SMILES	H9c2 TAG inh	H9c2 TAG inh DAPI viability
Cc1ccc(C)c(OCC(=O)NCCN(C)C)c1	-4.4	-6.5
O=C(COC(=O)c1cc(S(=O)(=O)N2CCCCC2)ccc1N1CCOCC1)c1ccc(F)cc1	17.2	-0.5
CCOC(=O)/C=C/C(=O)NNC(=O)c1ccccc1Cl	0.1	6.0
O=C(Nc1cc2c3c(c1)CC(=O)N3CCC2)C1CC1	12.9	-6.1
Cc1c(Cl)cccc1NC(=O)CNC(=O)C1CC(=O)N(CCc2ccccc2)C1 (stereo unspecified)	11.9	1.6
COc1cc(CCC(=O)Nc2cc(C)cc(C)c2)cc(OC)c1OC	6.7	1.9
NS(=O)(=O)c1ccc(NC(=O)Cn2ncc3c2-c2ccccc2OC3)cc1	-2.0	-6.5
Cn1nc(C(=O)Nc2ccc3c(c2)OCCO3)c2ccccc2c1=O	15.5	-1.8
COc1ccc2oc(C(=O)OCC(=O)c3ccc4c(c3)OCCO4)c(C)c2c1	-74.1	-5.6
O=C(CN(CCc1ccccc1)S(=O)(=O)c1ccc(Cl)cc1)N/N=C/c1ccccc1C(=O)O	-13.3	8.8
CC1C(c2ccccc2)=[N+]([O-])C2(CCCCC2)N1O (stereo unspecified)	4.2	2.9
Fc1ccc(C2CC(c3cccs3)=NN2c2ccccc2)cc1 (stereo unspecified)	-7.3	i
Cc1c(NC(=O)CN2C(=O)NC(CCc3ccccc3)C2=O)c(=O)n(-c2ccccc2)n1C (stereo unspecified)	-3.0	-5.3
Cc1ccc(NC(=O)Nc2cc(S(C)(=O)=O)ccc2Cl)cc1	-2.3	0.7
Cc1cccc(N2CCN(C(=O)c3c(C)nn(Cc4ccccc4Cl)c3C)CC2)c1C	9.5	3.3
Fc1ccccc1CSc1nnc(-c2cccnc2)o1	-5.4	9.7
O=C1CCC(C(=O)N2CCCCO2)CN1CCc1ccc(Cl)cc1 (stereo unspecified)	-1.8	0.3
O=C(COC(=O)Cc1ccccc1F)NNC(=O)c1ccc([N+](=O)[O-])cc1	-6.5	-2.5
Cc1ccccc1OCCn1cc(C(=O)O)c2ccccc21	23.6	-31.4
COc1ccc(CCNC2=CC(=O)N(c3ccc(F)cc3)C2=O)cc1	-2.2	1.1
C=CCn1c(CSCc2ccc(Cl)cc2Cl)nnc1SCC(=O)Nc1ccc(C(=O)O)cc1	-2.8	6.5
CCCCc1ccc(NC(=O)CSc2nc(=O)n(CCN3CCOCC3)c3c2CCC3)cc1	-8.5	0.6
Cn1c(=NC(=O)CS(=O)(=O)c2ccccc2)sc2cc(F)ccc21	6.9	-0.8
CCOC(=O)c1ccc(N2C(=O)CC(N3CCN(C(=O)c4ccccc4)CC3)C2=O)cc1 (stereo unspecified)	8.0	-5.3
CCC(C)(C)NC(=O)C(OC(=O)c1ccco1)c1ccccc1OC (stereo unspecified)	6.0	-5.7
COc1cc(-c2nnc(COC(=O)C3c4ccccc4Oc4ccccc43)o2)cc(OC)c1OC	12.1	-5.3
Cc1ccccc1NC(=O)Cn1c(=O)n(CC2CCCO2)c(=O)c2ccccc21 (stereo unspecified)	6.8	-12.2
CCN(Cc1ccccc1)C(c1cc2cc(C)cc(C)c2[nH]c1=O)c1nnnn1CCOC (stereo unspecified)	4.4	-4.5
CC(C)c1ccc(NC(=O)CSc2ncccc2C(=O)Oc2cccc([N+](=O)[O-])c2)cc1	6.9	-7.0
CCOc1cc(N2CCOCC2)c(OCC)cc1NC(=O)COC(=O)CCOc1ccc(C)cc1	0.0	-4.5

Structures above containing an NH in an aromatic ring (6):
SMILES	H9c2 TAG inh	H9c2 TAG inh DAPI viability
Cc1ccc(C)c2[nH]c(=O)c(CCNC(=O)CC(C)C)cc12	-1.5	12.8
CCOC(=O)c1c[nH]c2ccc([N+](=O)[O-])cc12	2.8	-1.4
CCOC(=O)C1CCCN(C(c2ccccn2)c2c(C)[nH]c3ccccc23)C1 (stereo unspecified)	5.1	-3.0
CCCCOC(=O)CSc1nc2c(c(=O)[nH]c(=O)n2C)n1C/C=C(\C)Cl	-0.1	-21.3
CCN(CC)c1ccc(N/C(N)=N/c2nc(C(F)(F)F)cc(=O)[nH]2)cc1	-39.5	-0.1
CCN(Cc1ccccc1)C(c1cc2cc(C)cc(C)c2[nH]c1=O)c1nnnn1CCOC (stereo unspecified)	4.4	-4.5

Next structures:
SMILES	H9c2 TAG inh	H9c2 TAG inh DAPI viability
O=[N+]([O-])c1cc(CN2CCN(c3ccccc3)CC2)c(O)c2ncccc12	36.6	15.0
CCOc1cc(C(=O)NC2CCCCCCC2)cc(OCC)c1OCC	1.8	-8.5
O=C(N[C@@H]1c2ccccc2CC[C@@H]1OCc1ccccc1)c1ccc(-c2ccccc2)cc1	7.2	-2.9
N/C(=N\OC(=O)Cc1ccc([N+](=O)[O-])cc1)c1cccc(Br)c1	7.5	-7.7
COc1cccc2cc(C(=O)N(C)C)c(=O)oc12	-26.7	2.1
Cc1ccc(S(=O)(=O)N=Nc2c(O)[nH]c3ccccc23)cc1C	-11.0	-3.3
Cc1ccc(CNC(=O)CCNC(=O)c2ccc([N+](=O)[O-])cc2)cc1	-2.5	-0.5
O=C(c1ccc(-c2cccc(C(F)(F)F)c2)o1)N1CCCCCCC1	11.5	2.8
Cc1nnc(C)n1/N=C/c1cc(Br)ccc1O	7.8	-3.5
CCCc1nc2ccccc2c(C(=O)OCC(=O)NCc2ccc3c(c2)OCO3)c1CC	12.0	-12.6
Cc1ccc(CSc2ncnc3onc(C)c23)cc1	-7.7	3.8

Screening data deposited in PubChem by Sanford-Burnham Center for Chemical Genomics.
